Mito fusion yeast: qHTS Assay for Small Molecule Inhibitors of Mitochondrial Division or Activators of Mitochondrial Fusion; Potency, µM (series often up to 46.1 µM), for inactives: top-dose growth rescue (activation), actives largely listed as activators; 320,000 compounds, 0.23% hits; AID 485298, 2010; S. cerevisiae fusion-defective mutant growth rescue, CellTiterGlo 48 h;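 further: potency means the concentration at half of the fitted maximal effect; % of control where 0% means no effect; nearly all actives have a fitted effect of over 45% in size; temperature-sensitive fusion mutants such as fzo1-1 at 37 °C on non-fermentable ethanol glycerol medium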
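Luminescent cell viability in 1536-well qHTS format served as the measure of rescued growth in ts fusion-mutant S. cerevisiae cultured on non-fermentable YPEG for 48 hours at 37C.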
TCR activator: Activators of T cell receptors: qHTS campaign | primary human leukocytes, anti-CD3, IL-2 HTRF, 48 h | AID 504894, 2011 | 330,000 tested, under 10 active | Potency, µM (top dose mostly 9.22 µM), for inactives: at the top dose activation of IL-2 secretion, usual class: activators; further: % of control where 0% means no effect
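Readout: HTRF IL-2, Eu-cryptate/d2 antibody pair, 320nm excitation, 665nm emission. Stimulus: a-CD3 beads, no co-stimulation. Cells: primary human leukocytes. Exposure: 48 hr with compound.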
CXXC DNA block: qHTS Fluorescence Polarization Assay for Inhibitors of MLL CXXC domain - DNA interaction. 290,000 compounds, 0.037% hits. Histone-lysine N-methyltransferase 2A (Homo sapiens), Q03164. Potency, µM (top dose mostly 115 µM), inactives show at the top dose activity change, negative = inhibition, most hits filed as inhibitors. MLL-CXXC / FITC-HOXA9 DNA fluorescence polarization; active means well fitted inhibition curve with a large enough effect in the polarisation, with a control signal flat, not every such curve was filed as active; inconclusive means small, poorly fitted or top-dose-only effect, or effect the other way, or a change in a side signal; inactive means no such curve, though single readings can be large or run the other way; the % refers to the polarisation; further: potency means the concentration at half of the fitted maximal effect
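Steps: dispense CXXC domain solution (7 uM) → pin compounds or unlabeled HOX-A9 DNA control → 5 min ambient → add FLSN-HOX-A9 solution (50 nM) → spin → 30 min ambient → fluorescence polarization. Tris pH 7.5/NaCl/DTT/BSA buffer.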
TSG101-PTAP inh: qHTS Assay for Iinhibitors of HIV-1 Budding by Blocking the Interaction of PTAP/TSG101; Tumor susceptibility gene 101 protein (Homo sapiens), Q99816; Potency, µM (series often up to 115 µM), without a hit: at the top dose activity change, negative = inhibition, usual class: inhibitors; AID 493005, 2010; 340,000 tested, under 10 active; Fluorescence polarization, FITC-PTAP peptide / Tsg101 binding; active means well fitted inhibition curve with a large enough effect in the main read-out, with a control signal flat, not every such curve was filed as active; inconclusive means small, poorly fitted or top-dose-only effect, or effect the other way, or a change in a side signal; inactive means no such curve, though single readings can be large or run the other way; further: potency means the concentration at half of the fitted maximal effect; % of control where 0% means no effect
Target sequence (Q99816 whole entry, looked up): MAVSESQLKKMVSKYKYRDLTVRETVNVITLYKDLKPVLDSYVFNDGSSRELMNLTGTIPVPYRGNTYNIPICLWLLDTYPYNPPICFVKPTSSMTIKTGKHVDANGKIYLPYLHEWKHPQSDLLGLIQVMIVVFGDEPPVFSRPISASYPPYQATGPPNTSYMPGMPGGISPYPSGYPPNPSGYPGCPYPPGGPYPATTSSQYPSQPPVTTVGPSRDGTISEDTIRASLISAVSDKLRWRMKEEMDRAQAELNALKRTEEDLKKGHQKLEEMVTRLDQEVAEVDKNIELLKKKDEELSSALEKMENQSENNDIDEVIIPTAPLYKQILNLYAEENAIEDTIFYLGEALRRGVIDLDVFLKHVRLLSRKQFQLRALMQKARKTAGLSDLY
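Steps: Tsg101 binding domain dispensed (10 uM final), compounds pinned in DMSO, FITC-labeled PTAP-motif peptide added (50 nM final); after 20 min binding at room temperature, polarization measured.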
ASM inhibitor: Inhibitors of Secretory Acid Sphingomyelinase (S-ASM): qHTS; placental ASM, HMU-PC fluorogenic substrate, 60 min; Potency, µM (highest dose often 57.5 µM), for the others: at the highest dose activity change, negative = inhibition, most hits filed as inhibitors; 340,000 compounds, 0.006% hits; further: potency means the concentration at half of the fitted maximal effect
Target sequence (P17405 47-631 limits assumed): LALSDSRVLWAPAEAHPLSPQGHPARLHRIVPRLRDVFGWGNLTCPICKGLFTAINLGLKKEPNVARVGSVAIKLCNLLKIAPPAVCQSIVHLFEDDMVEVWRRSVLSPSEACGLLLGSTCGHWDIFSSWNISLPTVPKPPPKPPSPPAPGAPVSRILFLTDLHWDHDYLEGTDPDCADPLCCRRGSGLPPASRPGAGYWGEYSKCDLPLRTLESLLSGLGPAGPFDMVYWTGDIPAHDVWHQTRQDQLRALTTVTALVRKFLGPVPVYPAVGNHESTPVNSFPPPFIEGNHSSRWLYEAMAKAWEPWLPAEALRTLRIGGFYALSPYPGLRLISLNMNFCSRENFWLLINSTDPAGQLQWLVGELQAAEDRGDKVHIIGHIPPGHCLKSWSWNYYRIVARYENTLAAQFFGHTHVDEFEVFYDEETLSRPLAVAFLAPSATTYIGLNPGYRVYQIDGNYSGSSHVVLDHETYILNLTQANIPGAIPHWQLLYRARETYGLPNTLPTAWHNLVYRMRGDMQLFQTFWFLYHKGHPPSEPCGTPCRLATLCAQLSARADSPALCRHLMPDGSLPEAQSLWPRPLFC
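Fluorescence read-out (Ex 386 nm, Em 447 nm) after stopping the reaction at pH 10. Enzyme: ASM from human placenta; substrate HMU-PC0, 9 uM final; 60 min, 37 °C. Compound preincubation 10 min, ambient temperature.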
a7 integrin act: qHTS for Activators of Integrin-Mediated Alleviation for Muscular Dystrophy; alpha7betagal myoblasts, beta-gal FDG fluorescence, 48 h; 350,000 compounds, 0.064% hits; Potency, µM (series often up to 38.3 µM), for the others: at the top dose activation, actives largely listed as activators; AID 624291, 2012;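 further: potency means the concentration at half of the fitted maximal effect; 100% = response of the positive control SU9516; nearly all actives have a fitted effect of over 60% in size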
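alpha7betagal+/- myoblasts (passage 13, 250/well) treated 48 h at 37C with compounds at 1:260 dilution of DMSO stock. Lysed, then beta-galactosidase activity read as FDG fluorescence (ex 480/em 540) after 30 min, with pre-read for autofluorescence.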
MBNL1 CUG block: qHTS Assay for Inhibitors of MBNL1-poly(CUG) RNA binding; TR-FRET MBNL1-His/biotin-(CUG)12 binding, 665/545 ratio; Muscleblind-like protein 1 (Homo sapiens), Q9NR56; 280,000 compounds, 0.036% hits; AID 2675, 2010; Potency, µM (top dose mostly 57.5 µM), for the others: at the top dose activity change, negative = inhibition, most hits filed as inhibitors; active means well fitted inhibition curve with a large enough effect in the signal ratio, with a control signal flat, not every such curve was filed as active; inconclusive means small, poorly fitted or top-dose-only effect, or effect the other way, or a change in a side signal; inactive means no such curve, though single readings can be large or run the other way; the % refers to the signal ratio; further: potency means the concentration at half of the fitted maximal effect; on the % scale 0 is the no-effect control and ±100 the full control effect
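Compound titration spanned 92 nM–58 uM against the MBNL1-His/biotin-(CUG)12 complex. After 60 min at room temperature with 5 nM streptavidin-XL665 and 0.055 ng/ul terbium anti-His, ratiometric 665/545 nm emission (Ex 340 nm) normalized to controls.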
TSHR antagonist: Antagonists of the Thyroid Stimulating Hormone Receptor: HTS campaign. Thyrotropin receptor (Homo sapiens), P16473. TSHR-expressing cells, TSH-stimulated cAMP HTRF, 2 h; stronger effect = lower value. activity change, negative = inhibition, % at 11.5 µM. 330,000 compounds, 0.2% hits. AID 504810, 2011;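 active means activity change below a set negative limit, meaning inhibition stronger than a set level, cut at about -70% in these data; inconclusive means activity change between two set negative limits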; further: on the % scale 0 is the no-effect control and ±100 the full control effect
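TSHR-expressing cells were treated with compounds, then stimulated with TSH at EC80 (4nM final) for 2 hours at 37 deg C. Cellular cAMP was measured by HTRF competition between lysate cAMP and cAMP-d2 for a cryptate-labelled anti-cAMP antibody.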
AT treatment: qHTS Assay for Identifying a Potential Treatment of Ataxia-Telangiectasia; […] A-T fibroblasts, KAP-1 phosphorylation AlphaLISA; neocarzinostatin DNA damage 30 min before lysis; Potency, µM (titrated, usually from 57.5 µM), for the others: at the highest dose activation, actives largely listed as activators; 320,000 compounds, 0.19% hits; AID 485349, 2010; further: potency means the concentration at half of the fitted maximal effect; % of control where 0% means no effect; nearly all actives have a fitted effect of over 45% in size
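ATM-like activity read as KAP-1 phosphorylation via AlphaLISA donor/acceptor antibody pairs after lysis and 6 hr at 25C. Cells were ATM-null patient fibroblasts ([…], hTERT), dosed 60 min, then exposed to the DSB inducer NCS for 30 min.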
Menin MLL FP TR: qHTS Assay for Inhibitors Targeting the Menin-MLL Interaction in MLL Related Leukemias: Competition With Texas Red Labeled MLL-derived Mutant Peptide; O00255; Menin + Texas Red MLL mutant peptide, fluorescence polarization; Potency, µM (top dose mostly 61.6 µM), for inactives: top-dose FP activity change, negative = inhibition, most hits filed as inhibitors; 270,000 compounds, 0.23% hits; AID 1768, 2009; active means well fitted inhibition curve with a large enough effect in the polarisation, with a control signal flat, not every such curve was filed as active; inconclusive means small, poorly fitted or top-dose-only effect, or effect the other way, or a change in a side signal; inactive means no such curve, though single readings can be large or run the other way; the % refers to the polarisation; further: potency means the concentration at half of the fitted maximal effect; % of control where 0% means no effect; many of its hits are not listed in these tables
* = called active by the depositor; [ ] = another dose, or the depositor's remark. Unless noted, the call rests on the fitted dose curve; in most records, active means well fitted curve in the direction sought with a large enough effect; inconclusive means small, poorly fitted or top-dose-only effect, or another doubt; inactive means no such curve, though single readings can be large; an effect the other way counts as inactive or inconclusive. Some of the compounds tested; rates above refer to the full screens.

How did CCOc1ccc(C(C(=O)NC2CCCC2)N(CCCO)C(=O)c2ccc(-c3ccccc3)[nH]2)cc1 (configuration not stated) do in these assays?
Mito fusion yeast: -0.8%; TCR activator: -6.5%; CXXC DNA block: 1.2%; TSG101-PTAP inh: -10.6%; ASM inhibitor: -19.4%; a7 integrin act: 15.8%; MBNL1 CUG block: -2.6%; TSHR antagonist: -7.1; AT treatment: 0.9%; Menin MLL FP TR: 5.5%

How did COc1ccc2nc(NC(=O)C3CCCN3S(=O)(=O)c3ccc(C)cc3)sc2c1 (configuration not stated) do in these assays?
Mito fusion yeast: 20.5%; TCR activator: -4.3%; CXXC DNA block: 1.2%; TSG101-PTAP inh: -5.3%; ASM inhibitor: -11.5%; a7 integrin act: -22.7%; MBNL1 CUG block: -6.8%; TSHR antagonist: -9.3; AT treatment: 6.4%; Menin MLL FP TR: -8.8%

How did CC1CCC(NC(=O)C2CCN(C(=O)Nc3ccccc3)CC2)CC1 (configuration not stated) do in these assays?
Mito fusion yeast: -2.0%; TCR activator: -2.3%; TSG101-PTAP inh: -0.1%; ASM inhibitor: 3.4%; a7 integrin act: 0.8%; TSHR antagonist: -14.1; AT treatment: -3.7%

What do the screens show for `Cc1ccc(N=Cc2nc(/C=C/c3cccc([N+](=O)[O-])c3)oc2O)cc1`?
Mito fusion yeast: 0.0%; TCR activator: -0.4%; CXXC DNA block: 18.7%; TSG101-PTAP inh: -2.3%; ASM inhibitor: -2.3%; a7 integrin act: -4.1%; MBNL1 CUG block: 9.8%; TSHR antagonist: 2.0; AT treatment: 7.5%; Menin MLL FP TR: -6.5%

What do the screens show for `CC1(C)CC(=O)C=C(NCc2cccnc2)C1`?
Mito fusion yeast: -3.0%; TCR activator: 3.4%; CXXC DNA block: 2.1%; TSG101-PTAP inh: -2.9%; ASM inhibitor: 16.3%; a7 integrin act: 5.6%; MBNL1 CUG block: -3.3%; TSHR antagonist: 3.7; AT treatment: 1.1%; Menin MLL FP TR: -2.5%

Results for COc1ccc(OC)c2[nH]c(C(=O)O)cc12 ?
Mito fusion yeast: -0.6%; TCR activator: 7.3%[46.1 µM]; CXXC DNA block: 14.2%; TSG101-PTAP inh: -3.0%; ASM inhibitor: -0.9%; a7 integrin act: 30.0%; MBNL1 CUG block: 1.3%; TSHR antagonist: -6.1; Menin MLL FP TR: 0.1%

What do the screens show for `Cc1ccc(C)c(-n2c(Cc3cccs3)n[nH]c2=S)c1`?
Mito fusion yeast: 2.0%; TCR activator: -1.1%[46.1 µM]; CXXC DNA block: -2.9%; TSG101-PTAP inh: -7.8%; ASM inhibitor: 1.2%; a7 integrin act: 3.9%; MBNL1 CUG block: 3.4%; TSHR antagonist: -5.7; AT treatment: -3.5%; Menin MLL FP TR: -15.2%

How did CCNC(=S)N1CCN(Cc2ccc3c(c2)OCO3)CC1 do in these assays?
Mito fusion yeast: 4.7%; TCR activator: -0.3%; CXXC DNA block: 2.5%; TSG101-PTAP inh: -2.5%; ASM inhibitor: 6.4%; a7 integrin act: 12.1%; MBNL1 CUG block: 5.9%; TSHR antagonist: -3.1; AT treatment: 4.4%; Menin MLL FP TR: 10.3%

Results for COc1ccc(/C=N/Nc2nc(-c3ccc(C)cc3)c(NC(C)=O)s2)cc1OC ?
Mito fusion yeast: 6.9%; TCR activator: 5.5%; CXXC DNA block: -2.5%; TSG101-PTAP inh: 0.3%; ASM inhibitor: 2.2%; a7 integrin act: -23.2%; MBNL1 CUG block: 7.4%; TSHR antagonist: 6.4; AT treatment: -12.7%

Results for O=C(Nc1ccn(Cc2c(F)c(F)cc(F)c2F)n1)c1ccc(COc2ccc(Cl)cc2Cl)o1 ?
Mito fusion yeast: 5.4%; TCR activator: 6.7%; CXXC DNA block: -6.5%; TSG101-PTAP inh: 0.4%; ASM inhibitor: -9.6%; a7 integrin act: -1.3%[7.66 µM]; MBNL1 CUG block: -4.3%; TSHR antagonist: -14.5; AT treatment: -0.2%; Menin MLL FP TR: 12.5%

Results for Cc1ccc(CN(Cc2cc3cc(C)ccc3[nH]c2=O)C(=O)N2CCOCC2)cc1 ?
Mito fusion yeast: -0.3%; TCR activator: 3.9%; CXXC DNA block: 0.0%; TSG101-PTAP inh: 0.0%; ASM inhibitor: -1.6%; a7 integrin act: -4.0%; MBNL1 CUG block: -1.5%; TSHR antagonist: -2.1; AT treatment: 0.2%; Menin MLL FP TR: -8.5%

Results for CC1(C)C(=O)Nc2ccccc2N1C(=O)CN1C(=O)NC(CCc2ccccc2)C1=O (configuration not stated) ?
Mito fusion yeast: 0.2%; TCR activator: 2.7%; CXXC DNA block: -4.0%; TSG101-PTAP inh: -1.8%; ASM inhibitor: -3.5%; a7 integrin act: inconclusive; MBNL1 CUG block: -3.7%; TSHR antagonist: 7.8; AT treatment: -1.8%; Menin MLL FP TR: 9.0%

How did CC(C)CCOc1ccccc1C(N)=O do in these assays?
Mito fusion yeast: -6.6%; TCR activator: 0.7%; CXXC DNA block: -0.7%; TSG101-PTAP inh: -5.3%; ASM inhibitor: 3.4%; a7 integrin act: -8.1%; MBNL1 CUG block: -11.4%; TSHR antagonist: 12.9; AT treatment: 1.7%; Menin MLL FP TR: -3.2%

How did Cc1cc(NC(=O)NN2CCOCC2)nn1-c1c(Cl)cc(Cl)cc1Cl do in these assays?
Mito fusion yeast: -5.2%; TCR activator: -7.4%; CXXC DNA block: -0.9%; TSG101-PTAP inh: -1.2%; ASM inhibitor: -4.7%; a7 integrin act: -22.8%; TSHR antagonist: 2.4; AT treatment: 3.3%

What do the screens show for `COC(=O)N1[C@H](C)C=C[C@]1(Cc1ccccc1)C(=O)OC`?
TCR activator: -6.1%; TSG101-PTAP inh: -2.3%; ASM inhibitor: 62.4%; a7 integrin act: -2.0%; Menin MLL FP TR: -19.5%

What do the screens show for `Cc1c(C(=O)N2CCOCC2)c(S(=O)(=O)Nc2cccc(Br)c2)c(C)n1C`?
Mito fusion yeast: 1.8%; TCR activator: -5.9%; CXXC DNA block: 7.7%; TSG101-PTAP inh: 2.1%; ASM inhibitor: -0.3%; a7 integrin act: inconclusive; MBNL1 CUG block: 2.6%; TSHR antagonist: 13.2; AT treatment: 1.3%

What do the screens show for `O=C(O)/C=C\C(=O)Nc1cccc(NC(=O)c2ccccc2)c1`?
Mito fusion yeast: -5.1%; TCR activator: 3.8%; CXXC DNA block: 2.8%; TSG101-PTAP inh: -1.6%; ASM inhibitor: -3.2%; a7 integrin act: -4.9%; MBNL1 CUG block: -4.4%; TSHR antagonist: 15.3; AT treatment: 1.9%; Menin MLL FP TR: 29.5%

What do the screens show for `Cc1nc2ccccn2c1C(=O)N/N=C/c1cc(C)n(-c2ccc(Br)cc2)c1C`?
Mito fusion yeast: 1.7%; TCR activator: -2.0%[46.1 µM]; CXXC DNA block: -1.3%; TSG101-PTAP inh: -4.6%; ASM inhibitor: -22.8%; a7 integrin act: -16.8%[7.66 µM]; MBNL1 CUG block: 5.8%; TSHR antagonist: 9.7; Menin MLL FP TR: -8.8%

Results for COc1ccccc1NC(=O)CN1CCN(CC(=O)Nc2ccc(C)c(F)c2)CC1 ?
Mito fusion yeast: -7.7%; TCR activator: -7.7%; CXXC DNA block: 8.5%; TSG101-PTAP inh: -0.5%; ASM inhibitor: -2.1%; a7 integrin act: -13.3%; MBNL1 CUG block: -10.0%; TSHR antagonist: 3.6; AT treatment: 1.1%; Menin MLL FP TR: -10.0%

What do the screens show for `Cc1ccc(Sc2nc3c(c(=O)[nH]c(=O)n3C)n2CCc2ccccc2)cc1`?
Mito fusion yeast: 2.5%; TCR activator: -5.6%; CXXC DNA block: 3.1%; TSG101-PTAP inh: -3.7%; ASM inhibitor: -1.1%; a7 integrin act: -1.1%; MBNL1 CUG block: inconclusive; TSHR antagonist: -6.8; AT treatment: 0.1%; Menin MLL FP TR: -18.5%

What do the screens show for `Cc1ccc(NC(=O)c2scc3c2CCCC3)cc1`?
Mito fusion yeast: inconclusive; TCR activator: 2.9%; CXXC DNA block: 10.0%; TSG101-PTAP inh: -2.9%; a7 integrin act: 32.3%; MBNL1 CUG block: 5.3%; TSHR antagonist: -7.6; AT treatment: 2.2%; Menin MLL FP TR: 13.2%
